Compound activity (PubChem)
TRb-SRC2 inh = disrupts binding of human TR beta to SRC2; P10828; TRbeta-SRC2 peptide binding, fluorescence polarization; receptor liganded with 1 µM T3; Potency, µM (doses to about 106 µM), inactives show at the highest dose activity change, negative = inhibition, actives largely listed as inhibitors; 280,000 tested, 0.065% active; AID 1469;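 note: plate controls were bound peptide for no effect and peptide without receptor for full effect; nearly all actives have a fitted effect of over 50% in size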
Target sequence (P10828 whole entry, looked up): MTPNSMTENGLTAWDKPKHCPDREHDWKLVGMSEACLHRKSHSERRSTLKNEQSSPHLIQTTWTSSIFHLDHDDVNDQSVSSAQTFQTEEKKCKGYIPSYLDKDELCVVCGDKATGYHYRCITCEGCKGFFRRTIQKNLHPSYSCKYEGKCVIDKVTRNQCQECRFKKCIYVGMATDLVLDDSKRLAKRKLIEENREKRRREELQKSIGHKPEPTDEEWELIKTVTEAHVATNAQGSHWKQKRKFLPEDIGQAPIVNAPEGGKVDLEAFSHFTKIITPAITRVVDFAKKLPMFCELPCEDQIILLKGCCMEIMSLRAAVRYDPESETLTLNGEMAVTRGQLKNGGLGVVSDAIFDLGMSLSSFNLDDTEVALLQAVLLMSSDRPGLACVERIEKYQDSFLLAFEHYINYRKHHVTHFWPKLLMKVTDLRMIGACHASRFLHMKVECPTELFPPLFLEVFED
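Fluorescence polarization of 20 nM Texas Red SRC2 peptide with 0.6 uM human TRb ligand-binding domain, in Tris buffer with 1uM T3 and 5% DMSO. Incubated 5 hr ambient; normalized to unbound and bound controls.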
L3MBTL1 inh = blocks human L3MBTL1. AlphaScreen L3MBTL1–H3K9me1 peptide binding. 230,000 tested, 0.66% active. Potency, µM (series often up to 57.1 µM), for inactives: top-dose activity, negative = inhibition, usual class: inhibitors. Q9Y468; note: nearly all actives have a fitted effect of over 60% in size
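Displacement of a biotinylated histone H3(1-15) peptide monomethylated at Lys9 (75 nM) from L3MBTL1 (50 nM) was measured by AlphaScreen after a 30 min room-temperature compound incubation; cefsulodin titration served as intraplate control.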
Tau FP inhib = blocks human tau fibril formation measured by polarization; Potency, µM (highest dose often 57.7 µM), for inactives: at the highest dose activity, negative = inhibition, most hits filed as inhibitors; 280,000 tested, 0.39% active; K18 P301L tau heparin fibrillization, Alexa594 FP, 6 h; note: nearly all actives have a fitted effect of over 55% in size
Target sequence (P10636 561-689 P618L limits assumed): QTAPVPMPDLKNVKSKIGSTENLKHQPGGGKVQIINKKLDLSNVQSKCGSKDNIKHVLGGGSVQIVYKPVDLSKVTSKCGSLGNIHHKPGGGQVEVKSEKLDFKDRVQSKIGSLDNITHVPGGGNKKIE
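Quantitative HTS format: compounds meet 15 uM recombinant K18 P301L tau and Alexa 594-tau tracer in 100 mM sodium acetate pH 7; 20 uM heparin triggers fibrillization at 37 C over 6 hr; FP gives the signal.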
GoLoco inh red = inhibitors of human Gai1-RGS12 GoLoco interaction (red fluorophore) | P63096 | Gai1:RGS12 GoLoco peptide FP, rhodamine, 10 min | Potency, µM (series often up to 61.6 µM), inactives show top-dose activity, negative = inhibition, most hits filed as inhibitors | 230,000 tested, 0.44% active; active = well fitted inhibition curve with a large enough effect, not every such curve was filed as active; inactive = no such curve, though single readings can be large or run the other way; note: nearly all actives have a fitted effect of over 30% in size; many of its hits are not listed in these tables
JMJD2E inh = inhibitors of human JMJD2E histone demethylase | B2RXH2 | JMJD2E catalytic domain, FDH-coupled NADH fluorescence (FDH is formaldehyde dehydrogenase) | Potency, µM (doses to about 57.1 µM), without a hit: at the highest dose activity change, negative = inhibition, most hits filed as inhibitors | 230,000 tested, 1.6% active | AID 2147; active = well fitted inhibition curve with a large enough effect, not every such curve was filed as active; inconclusive = small, poorly fitted or top-dose-only effect, or another doubt; inactive = no such curve, though single readings can be large or run the other way;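 note: 0% = wells with enzyme and -100% = buffer wells without enzyme; nearly all actives have a fitted effect of over 50% in size; many of its hits are not listed in these tables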
Target sequence (B2RXH2 1-337 limits assumed): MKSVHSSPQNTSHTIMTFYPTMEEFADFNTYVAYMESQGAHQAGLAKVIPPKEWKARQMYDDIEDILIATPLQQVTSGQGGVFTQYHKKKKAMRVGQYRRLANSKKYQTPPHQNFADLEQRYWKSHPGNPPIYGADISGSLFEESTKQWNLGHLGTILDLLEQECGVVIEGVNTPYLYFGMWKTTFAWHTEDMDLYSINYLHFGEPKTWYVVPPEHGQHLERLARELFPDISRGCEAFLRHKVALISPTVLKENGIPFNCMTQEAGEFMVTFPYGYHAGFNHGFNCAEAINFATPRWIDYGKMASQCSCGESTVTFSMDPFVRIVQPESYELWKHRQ
RECQ1 helicase = inhibitors of human RECQ1 DNA helicase; P46063; RECQ1 DNA unwinding, red fluorescence kinetic read; Potency, µM (doses to about 57.3 µM), inactives show at the highest dose activity, negative = inhibition, most hits filed as inhibitors; 240,000 tested, 0.54% active; AID 2549;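 note: plate controls were vehicle for no effect and no enzyme for full effect; nearly all actives have a fitted effect of over 30% in size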
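50 nM RECQ1T1 preincubated 15 min with compound in Tris pH 8.0 buffer with MgCl2, DTT, Tween-20 and 2.5 ug/ml poly(dI-dC); started with 200 nM TAMRA/BHQ-2 forked duplex and 2 mM ATP. Unwinding read as fluorescence (525/598 nm), two reads 2 h apart.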
TR SRC2 fluor cs = alters Texas Red total fluorescence, flagging assay interference; 280,000 tested, 0.29% active; TRb/SRC2 Texas Red total fluorescence interference; Potency, µM (doses to about 106 µM), without a hit: top-dose fluorescence change, negative = quenching; active = well fitted curve in either direction with a large enough effect; inconclusive = small, poorly fitted or top-dose-only effect
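Human TRβ ligand-binding domain (0.6 uM) and Texas Red SRC2 peptide (20 nM) in Tris buffer with 1 uM T3 and 5% DMSO were incubated with pinned compound for 5 hr at ambient temperature. Total fluorescence was computed as S + 2P (555/632 nm).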
Tau ThT inhib = blocks human tau fibril formation measured by thioflavin T. P10636. recombinant tau K18 P301L (four-repeat tau fragment), heparin-induced fibrillization, ThT fluorescence. Potency, µM (doses to about 57.4 µM), for the others: at the top dose activity, negative = inhibition, most hits filed as inhibitors. 270,000 tested, 2.1% active; note: nearly all actives have a fitted effect of over 55% in size
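In this qHTS, human K18 P301L tau is incubated with compound and heparin for 6 hr at 37 C, and Thioflavin T fluorescence then reports fibril load.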
An asterisk follows results filed as active; i = inactive; ? = inconclusive; . = no result given; [ ] = another dose, or the depositor's remark. Unless noted, calls come from the whole dose curve; as a rule, active = well fitted curve in the direction sought with a large enough effect; inconclusive = small, poorly fitted or top-dose-only effect, or another doubt; inactive = no such curve, though single readings can be large; an effect the other way counts as inactive or inconclusive. Unless noted, % is set by controls: 0 for no effect and ±100 for the full control effect; potency is the fitted concentration of half-maximal effect. An excerpt; count on the stated rates, not on these rows.

structure,TRb-SRC2 inh,L3MBTL1 inh,Tau FP inhib,GoLoco inh red,JMJD2E inh,RECQ1 helicase,TR SRC2 fluor cs,Tau ThT inhib
O=C(NCc1ccc2c(c1)OCO2)C1CC(=O)N(c2ccc(O)cc2)C1 (stereo not given),-4%,11%[11.4 µM],0%,3%,0%,-4%,-1%,-2%
CC(=O)Nc1c(C(=O)O)oc2ccccc12,-4%,-3%,-6%,7%,-4%,i,0%,-1%
NC(=O)Nc1ccccc1C(=O)NCCc1ccccc1,4%,-4%,13%,-6%,8%,10%,-1%,4%
Cc1ccc(NC(=O)CN2CCN(S(=O)(=O)c3ccc(C(C)C)cc3)CC2)cc1F,-6%,.,10%,.,.,.,-4%,-9%
Cc1cccn2c(=O)c3cc(C#N)c(=NC(=O)c4ccco4)n(Cc4ccco4)c3nc12,-4%,-24%,1%,11%,?,-8%,-2%,?
O=C(NCC12CC3CC(CC(C3)C1)C2)c1nn2c(c1Cl)NC(c1ccco1)CC2C(F)(F)F (stereo not given),-29%,59%[activator],-9%,-18%,-25%,-13%,5%,5%
Cc1cc(C(=O)O)c2ccccc2n1,-13%,.,-6%,-12%,3%,-4%,3%,-4%
CN(c1cccc(NC(=O)CN(c2cccc(Cl)c2)S(=O)(=O)c2ccc(Cl)cc2)c1)S(C)(=O)=O,4%,5%,?,-6%,3%,-23%,1%,-6%
Cn1c(C(=O)O)c(C=O)c2ccccc21,2%,.,-12%,5%,-13%,i,-3%,5%
NNc1nccc(Nc2ccccc2C(=O)O)n1,6%,?,1%,3%,.,0%,-2%,?
Cc1ccc(C(=O)/C=C/c2c[nH]c3ccccc23)cc1,-15%,19%,-14%,15%,?,-23%,-5%,?
COc1cccc(CNC(=O)CNS(=O)(=O)c2ccc3nc(C)sc3c2)c1,7%,.,-6%,.,.,.,-2%,-7%
O=C(CSc1ccccc1)N1CCC(N2CCC(C(=O)N3CCCC3)CC2)CC1,0%,10%,0%,5%,1%,-6%,1%,-6%
CC(NC(=O)CCCN1C(=O)c2ccccc2C1=O)c1ccc2c(c1)CCCC2 (stereo not given),10%,.,3%,1%,-3%,-5%,0%,-4%
COC(=O)C(NS(=O)(=O)c1ccc(NC(C)=O)cc1)C(C)C (stereo not given),0%,5%,-2%,6%,9%,-8%,1%,-3%
CCN(CC)S(=O)(=O)c1cccc(C(=O)N/N=C(\C)c2ccc(O)cc2O)c1,-2%,14µM*,?,6%,25µM*,i,-1%,8%
CCN1C(=O)c2ccccc2S(=O)(=O)c2ccc(C(=O)N3CCOCC3)cc21,-1%,-1%,-10%,1%,3%,-9%,-3%,-4%
Cc1ccc(S(=O)(=O)N2CCOCC2)cc1NC(=O)CSc1nnc(N)s1,2%,4%,3%,11%,-10%,i,0%,1%
S=C(Nc1ccc(Cl)cc1)N1CCN(C2CCCCC2)CC1,6%,8%,0%,2%,6%,-19%,0%,6%
O=C(N/N=C/c1ccc([N+](=O)[O-])cc1)c1cc(C2CC2)nc2ccccc12,11%,-8%,2%,3%,-13%,-10%,2%,?
Cc1nn(-c2ccccc2)c2c1C(c1ccc(Br)s1)C(C#N)=C(N)O2 (stereo not given),5%,?,0%,13%,-4%,i,-2%,?
COc1cccc(CNCc2ccccn2)c1OC,1%,?,1%,10%,?,-7%,-2%,-4%
Cc1nc(Sc2ccc(Br)cc2)c(C#N)c(C)c1[N+](=O)[O-],7%,-6%,-5%,4%,7%,-4%,0%,-14%
CC(c1ccccc1)n1cc(C(=O)NCCCn2ccnc2)nn1 (stereo not given),2%,0%,3%,-4%,7%,-9%,-7%,3%
CC(C(=O)NCCC1=CCCCC1)N1C(=O)c2ccccc2C1=O (stereo not given),-4%,38%[activator],-3%,-19%,2%,-1%,-6%,-6%
CCOC(=O)C1(Cc2cccc(F)c2)CCN(CCCn2cccn2)CC1,7%,5%,3%,8%,10%,-6%,-1%,5%
Cc1ccccc1OCC(=O)Nc1cc(S(=O)(=O)N2CCCCC2)ccc1N1CCN(C)CC1,-10%,-23%,1%,4%,5%,-5%,0%,-5%
CCCOc1ccc(CNC(=O)C(NS(=O)(=O)c2cccs2)C(C)C)cc1 (stereo not given),2%,.,-6%,.,.,.,-2%,-3%
Cc1ccc(S(=O)(=O)NCc2ccc(C(=O)N3CCc4ccccc4C3)cc2)cc1,0%,-7%,7%,0%,1%,1%,0%,-14%
Cn1cccc1CC(=O)N/N=C/c1ccc(C(C)(C)C)cc1,-7%,-22%,-4%,9%,-4%,-4%,-1%,?

One compound at a time, from the list above. Order of values: TRb-SRC2 inh | L3MBTL1 inh | Tau FP inhib | GoLoco inh red | JMJD2E inh | RECQ1 helicase | TR SRC2 fluor cs | Tau ThT inhib
Cc1nn(-c2ccccc2)c2c1C(c1ccc(Br)s1)C(C#N)=C(N)O2 (stereo not given) across the screens: 5% | ? | 0% | 13% | -4% | i | -2% | ?
Cc1ccccc1OCC(=O)Nc1cc(S(=O)(=O)N2CCCCC2)ccc1N1CCN(C)CC1 across the screens: -10% | -23% | 1% | 4% | 5% | -5% | 0% | -5%
COc1cccc(CNCc2ccccn2)c1OC across the screens: 1% | ? | 1% | 10% | ? | -7% | -2% | -4%
CCCOc1ccc(CNC(=O)C(NS(=O)(=O)c2cccs2)C(C)C)cc1 (stereo not given) across the screens: 2% | . | -6% | . | . | . | -2% | -3%

Next compounds
structure,TRb-SRC2 inh,L3MBTL1 inh,Tau FP inhib,GoLoco inh red,JMJD2E inh,RECQ1 helicase,TR SRC2 fluor cs,Tau ThT inhib
COc1cc(C)ccc1OCCOCCOc1cc(C)c(C)cc1Br,-1%,36%[activator],-9%,14%,3%,10%,-2%,9%
O=C(Cn1cncn1)NCc1ccccc1Br,-5%,-3%,?,3%,-2%,-7%,-5%,1%
Cc1ccccc1NC(=O)CN(C)S(=O)(=O)c1cccc2cccnc12,6%,5%,2%,4%,-5%,-4%,0%,-3%
O=C(CS(=O)CC(=O)Nc1cccc2c1CCCC2)Nc1ccc(F)cc1 (stereo not given),2%,8%,-5%,8%,-7%,-7%,1%,1%
CCOC(=O)N1CCc2c(sc3c2c(=O)n(Cc2ccccc2)c(=O)n3Cc2cc(C)ccc2C)C1,-7%,.,-4%,.,.,.,-1%,-6%
Cc1cccc(-n2c(=O)c3ccccc3n(Cc3ccccc3)c2=O)c1,4%,.,-5%,.,.,.,-8%,-9%
O=C1NN(c2ccccc2)C(=O)/C1=C/c1ccc(-c2ccc(Cl)c(C(=O)O)c2)o1,5%,.,-9%,-10%,?,?,0%,7.1µM*
CN(C)S(=O)(=O)c1ccc(C(=O)N2CC(=O)Nc3ccc(Br)cc3C2c2ccc(F)cc2)cc1 (stereo not given),-2%,.,3%,.,.,.,-1%,-2%
O=C(NCc1cccnc1)c1cccc(Cl)c1,2%,.,-12%,-3%,8%,i,-7%,-6%
Cc1cc(C)c(NC(=O)CSc2nc(=O)n(Cc3cccnc3)c3c2CCC3)c(C)c1,-9%,.,-3%,.,.,.,-1%,-2%
CN(C)CC(=O)N1c2ccccc2Sc2ccc(Cl)cc21,6%,-5%,1%,17%,-7%,i,-1%,-12%
CC(C)C(C(=O)NCc1ccco1)N(C(=O)CNS(=O)(=O)c1ccc(Cl)cc1)C1CCCC1 (stereo not given),-9%,.,5%,0%,0%,i,1%,-7%
COc1cc2[nH]c(=O)n(CCC(=O)NCCC(C)C)c(=O)c2cc1OC,-14%,.,0%,6%,?,3%,2%,-17%
COc1ccc(-c2c[n+](CC(=O)c3cccs3)c3n2CCC3)cc1,-2%,2%,-4%,7%,-2%,-1%,0%,-7%
NC(=O)COC(=O)c1ccccc1SCC(=O)NC1CCCCCC1,3%,?,3%,27%,5%,0%,-2%,-11%
COc1cccc(/C=N/Nc2ncnc3c2[nH]c2ccc(C)cc23)c1OC,0%,.,5%,12%,?,-8%,-2%,.
CC(CCc1ccccc1)NCC(O)c1cccc([N+](=O)[O-])c1 (stereo not given),3%,4%,6%,-8%,-5%,i,-2%,-5%
CCOC(=O)C1(Cc2cccc(OC)c2)CCN(Cc2ccc3c(c2)OCCO3)CC1,9%[53 µM],-18%,-5%,1%,12%,i,0%[53 µM],-7%
Cc1ccc(NC(=S)Nc2ccc(S(=O)(=O)N3CCOCC3)cc2)cc1S(=O)(=O)N1CCOCC1,0%,-1%,?,7%,-3%,-1%,1%,8%
O=C(Cn1ncc2c3ccccc3n(Cc3ccc(F)cc3)c2c1=O)NCc1cccs1,10%,.,-10%,.,.,.,-1%,6%
COC(=O)C1=C(C)N(CCCC(=O)O)C(=O)NC1c1ccc(-c2ccccc2)cc1 (stereo not given),-1%,2%,-4%,4%,8%,-3%,0%,-18%
O=C(Nc1ccccc1C(=O)N1CCCC1)c1ccc(Cl)c([N+](=O)[O-])c1,-3%,31%[activator],9%,8%,0%,i,2%,12%
Cc1cc2c(=O)[nH]cnc2s1,-7%,.,7%,-12%,7%,2%,1%,-3%
CCOC(=O)N/N=C/c1cc(C)n(-c2ccccc2)c1C,14%,-9%,7%,-1%,?,-1%,-1%,-17%
CCOC(=O)c1c(NC(=O)CSc2c[nH]c3ccccc23)sc2c1CCCC2,1%,6%,1%,-3%,-5%,-8%,-2%,3%
COc1cccc(C=Nc2cccnc2)c1O,6%,-4%,0%,3%,?,7%,-9%,?
CC(CCc1ccccc1)NC(=O)Cn1c(=O)nc(-c2ccccc2)c2cc(Cl)ccc21 (stereo not given),0%,.,-6%,.,.,.,0%,-12%
Cc1nc(CNS(=O)(=O)c2cccnc2)cs1,-4%,4%,?,11%,6%,-4%,-5%,4%
COc1ccc(NC(=S)c2ccncc2)cc1,0%,-1%,-1%,1%,-4%,-2%,0%,-13%
Cc1csc(SCCn2c(N3CCOCC3)nc3c2c(=O)[nH]c(=O)n3C)n1,-16%,4%,1%,6%,3%,-21%,0%,7%
